Assay outcomes (PubChem BioAssay)
ATXN viability – viability counter-screen for ATXN expression inhibitors; 400,000 compounds, 0.49% hits; S2 cells (HEK-293 line with an ATXN2-luciferase reporter) viability, CellTiter-Fluor protease fluorescence, 24 h; AID 651635; Potency, µM (highest dose often 56.7 µM), usual class: cytotoxic; note: potency is the fitted concentration of half-maximal effect; nearly all actives have a fitted effect of over 40% in size
Nrf2 activator – activates Nrf2 signaling; AREc32 ARE-luciferase reporter (MCF7-derived line), luminescence, 24 h; Potency, µM (top dose mostly 46.1 µM), for the others: top-dose activation, actives largely listed as activators; 410,000 compounds, 0.31% hits; AID 624171; note: potency is the fitted concentration of half-maximal effect; % of control where 0% means no effect; nearly all actives have a fitted effect of over 65% in size
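Nrf2 activation is followed as ARE-luciferase induction in the AREc32 line after one day of compound treatment; luminescence is read with Steady-Glo.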
EPAC2 agonist – EPAC2 (human) agonism | Q8WZA2 | EPAC2 activation, biochemical qHTS; response scale: 100% = 6.5 mM cAMP response | Potency, µM (top dose mostly 154 µM), for inactives: top-dose activation, most hits filed as activators | 360,000 compounds, 0.079% hits; note: potency is the fitted concentration of half-maximal effect; nearly all actives have a fitted effect of over 50% in size
Target sequence (Q8WZA2 whole entry, looked up): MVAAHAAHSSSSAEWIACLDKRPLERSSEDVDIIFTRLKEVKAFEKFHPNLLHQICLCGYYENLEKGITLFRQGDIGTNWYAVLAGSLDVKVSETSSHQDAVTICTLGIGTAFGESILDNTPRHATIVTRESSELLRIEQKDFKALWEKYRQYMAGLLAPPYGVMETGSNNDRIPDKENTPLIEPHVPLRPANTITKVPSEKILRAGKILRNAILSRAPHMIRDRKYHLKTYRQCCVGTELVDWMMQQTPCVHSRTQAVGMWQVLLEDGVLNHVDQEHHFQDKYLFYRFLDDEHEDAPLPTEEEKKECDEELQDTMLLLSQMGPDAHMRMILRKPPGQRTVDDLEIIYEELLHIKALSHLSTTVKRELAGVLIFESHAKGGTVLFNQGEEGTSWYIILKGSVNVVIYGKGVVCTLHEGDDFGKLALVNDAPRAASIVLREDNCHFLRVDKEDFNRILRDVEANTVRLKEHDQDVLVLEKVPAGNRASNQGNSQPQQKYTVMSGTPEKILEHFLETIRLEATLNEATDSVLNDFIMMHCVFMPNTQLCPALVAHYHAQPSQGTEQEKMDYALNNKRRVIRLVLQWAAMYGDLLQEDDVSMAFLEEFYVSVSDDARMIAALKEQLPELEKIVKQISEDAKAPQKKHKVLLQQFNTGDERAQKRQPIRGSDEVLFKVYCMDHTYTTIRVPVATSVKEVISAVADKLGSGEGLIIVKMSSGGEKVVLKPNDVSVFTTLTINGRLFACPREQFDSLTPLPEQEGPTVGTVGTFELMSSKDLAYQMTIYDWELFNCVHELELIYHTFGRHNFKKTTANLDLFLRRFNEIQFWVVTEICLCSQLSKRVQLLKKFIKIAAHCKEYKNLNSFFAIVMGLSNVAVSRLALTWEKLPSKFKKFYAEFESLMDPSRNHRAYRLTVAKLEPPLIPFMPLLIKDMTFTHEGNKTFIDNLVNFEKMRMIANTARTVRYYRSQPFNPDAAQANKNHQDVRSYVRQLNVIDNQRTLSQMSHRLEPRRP
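Each well held 100 nM EPAC2, 250 nM RAP1B-BODIPY-GDP and 50 uM GDP. Fluorescence, read at 5-min intervals to 30 min, was referenced to a 6.5 mM cAMP positive control.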
A549 tox – A549 cytotoxicity, counter-screen for Nrf2 inhibitors; Potency, µM (titrated, usually from 46 µM), for the others: top-dose activity change, negative = cytotoxicity, usual class: inhibitors; AID 504648; 390,000 compounds, 0.16% hits; A549 ARE-Fluc cells, CellTiter-Fluor viability, 18-24 h; note: potency is the fitted concentration of half-maximal effect; % is set by controls: 0 for no effect and ±100 for the full control effect
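A549 ARE_Fluc cells in 5% FBS OPTI-MEM were exposed to compounds in concentration-response for 18-24 h at 37 deg C. Viability was read by CellTiter-Fluor fluorescence (Ex 405/Em 525) after 30 min, before the luciferase read.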
HepG2 tox – counter-screen for TGF-b inhibitors: cytotoxicity in HepG2 cells; AID 588856; Potency, µM (top dose mostly 46.1 µM), without a hit: at the highest dose activity change, negative = cytotoxicity, hits mostly cytotoxic; HepG2 CAGA-GFP viability, ATP luminescence, 18 h; 410,000 compounds, 0.76% hits; note: potency is the fitted concentration of half-maximal effect; some results filed as inactive show a strong effect at the top dose
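CellTiter-Glo luminescence gave cytotoxicity after 18 hours at 37 degrees C. The cells were HepG2 CAGA-GFP in 1% FBS DMEM, stimulated with 500 pg/mL TGF-beta after compound addition. %Activity was normalised to no-cell wells (complete cell-killing) and DMSO (no toxicity), and curves were fitted and classified.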
ATXN2 expr inh – ATXN2 expression inhibition | HEK-293 ATXN2-luciferase reporter, luminescence, 24 h | Potency, µM (series often up to 57 µM), inactives show at the top dose activity change, negative = inhibition, actives largely listed as inhibitors | 360,000 compounds, 0.72% hits; note: potency is the fitted concentration of half-maximal effect; % is set by controls: 0 for no effect and ±100 for the full control effect; nearly all actives have a fitted effect of over 55% in size
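qHTS (up to 57 uM final) was run with 24 h compound exposure of reporter cells at 37 °C. Each well was multiplexed: SteadyGlo luminescence measured ATXN2-luciferase expression after a fluorogenic Gly-Phe-AFC viability readout (25 uM final).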
IL-2 act – activates IL-2 in a cell-based reporter assay. 360,000 compounds, 0.065% hits. activation, % (series mostly up to about 46 µM). AID 652025. IL-2 activation reporter assay, cell-based qHTS; stimulated with anti-CD3/CD4/CD28 beads; in transgenic mouse T cells; in the data active = activation above about 50%; inconclusive = mostly about 30% to 49%; note: 0% is about no effect
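First, unstimulated transgenic mouse T cells were exposed to compound for 60 min. Next, anti-CD3/anti-CD4-coated beads with anti-CD28 were added. Finally, after 18 h at 37 degrees C, EGFP and DsRed were imaged.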
Nrf2 block – Nrf2 pathway inhibition; A549 ARE-Fluc reporter, luciferase luminescence, 18-24 h; Potency, µM (titrated, usually from 46 µM), for the others: top-dose activity change, negative = inhibition, most hits filed as inhibitors; 360,000 compounds, 2.1% hits; AID 504444; note: potency is the fitted concentration of half-maximal effect; % is set by controls: 0 for no effect and ±100 for the full control effect; nearly all actives have a fitted effect of over 60% in size
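Nrf2 activity is the BugLite luminescence, read 15 min after reagent at room temperature, following CellTiter-Fluor cytotoxicity readout (30 min, 37C). Compound titrations were applied for 18-24 h to 5000 A549 ARE_Fluc cells/well in 5% FBS OPTI-MEM.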
TGFb SMAD3 inh – blocks TGF-b signaling; Potency, µM (series often up to 46.1 µM), inactives show at the highest dose activity, negative = inhibition, hits mostly inhibitors; HepG2 CAGA-GFP TGF-b/SMAD3 reporter, GFP fluorescence, 18 h; TGF-beta stimulated, 500 pg/mL final; 410,000 compounds, 1.2% hits; note: potency is the fitted concentration of half-maximal effect; % is set by controls: 0 for no effect and ±100 for the full control effect; nearly all actives have a fitted effect of over 65% in size
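HEPG2 CAGA-GFP cells (1000/well, DMEM with 1% FBS) were pre-incubated 2 h at 37 degrees C, given compound by pin tool, then stimulated with TGF-beta at 500 pg/mL final for 18 h before per-cell GFP fluorescence imaging.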
Numbers without * were called inactive; i = inactive; u = inconclusive; x = not tested or not shown; & = joins results of further samples; [ ] = another dose, or the depositor's remark. Unless noted, calls come from the whole dose curve; as a rule, active = well fitted curve in the direction sought with a large enough effect; inconclusive = small, poorly fitted or top-dose-only effect, or another doubt; inactive = no such curve, though single readings can be large; an effect the other way counts as inactive or inconclusive.

no.	SMILES	ATXN viability	Nrf2 activator	EPAC2 agonist	A549 tox	HepG2 tox	ATXN2 expr inh	IL-2 act	Nrf2 block	TGFb SMAD3 inh
1	O=C(c1cccc(S(=O)(=O)Nc2ccccc2F)c1)N1CCN(c2ccccc2F)CC1	i	0.7%	19%	3%	-14%	7%	0.4	u	-16%
2	CC(C)(C#N)Cc1cc(CC(C)(C)C#N)cc(C(C)(C)C)c1	i	-0.8%	-8%	12%	5%	3%	-3.9	-9%	0%
3	Cc1ccnc(NC(=O)c2ccc(Cl)c(NC(=O)C(C)Oc3ccccc3)c2)c1 (stereo not given)	u	7.0%	13%	-7%	23%	14%	-0.8	-7%	17%
4	COc1ccc(C(=O)NCN2CCN(c3ccccc3)CC2)cc1OC	i	0.1%	4%	1%	1%	-12%	0.9	-16%	-2%
5	Cn1cccc1CC(=O)NNC(=O)Nc1cccc(Cl)c1	i	0.5%	-4%	0%	4%	x	2.3	6%	13%
6	C[C@@H]1CN([C@H](C)CO)C(=O)CCCn2nncc2CO[C@H]1CN(C)Cc1ccc(C(F)(F)F)cc1	i	-0.6%	-5%	x	2%	9%	-1.2	x	24%
7	O=C(C1=C[C@@H]2[C@H]3C(=O)N(c4cccc(Cl)c4)C(=O)[C@H]3[C@@H](C(=O)c3ccc(Cl)cc3)N2C=C1)c1ccccc1	i	1.7%	-7%	-7%	1%	-10%	2.1	-14%	4%
8	CN(Cc1ccccc1)C(=O)c1ccc2c(c1)N(Cc1ccccc1F)C(=O)c1ccccc1S2(=O)=O	i	-0.8%	x	2%	-14%	0%	x	-13%	-25%
9	O=C(O)c1ccccc1OCC1CCCO1 (stereo not given)	i	0.0%	3%	3%	7%	-16%	0.2	1%	10%
10	CCC1CCc2sc(C(=O)NCc3ccccn3)cc2C1 (stereo not given)	u	-0.2%	9%	-1%	-27%	-8%	-3.9	u	-10%
11	Cc1cc(Br)cn2c(Cc3ccccc3)c(-c3cccc(Br)c3)nc12	i	6.3%	13%	x	-24%	11%	-0.4	x	-10%
12	N#Cc1cccc(-c2csc(C(O)(c3ccccc3)C(F)(F)F)n2)c1 (stereo not given)	x	0.4%	6%	x	-75%	u	-0.6	x	u
13	C[C@H](NS(=O)(=O)c1ccc(Cl)cc1)C(=O)OCC(=O)Nc1cc(S(=O)(=O)N2CCOCC2)ccc1Cl	i	0.1%	16%	-7%	-40%	-7%	-1.9	-9%	-18%
14	CC(=O)N1c2ccc(S(=O)(=O)N3CCCCC3)cc2CC1C(=O)Nc1ccccc1C(F)(F)F (stereo not given)	i	0.1%	6%	-1%	1%	6%	-1.7	-22%	1%
15	COc1cccc(C(=O)N(C)CC2CCN(CCc3cccc(C(F)(F)F)c3)CC2)c1	i	-0.4%	-7%	-3%	-32%	x	0.5	u	u
16	Cc1nc(C)n(C(=O)N(c2ccccc2)c2ccccc2)n1	i	-1.1%	-11%	1%	-4%	-6%	-1.2	-21%	-15%
17	CCOC(=O)[C@H]1[C@H]2COc3ccc(Br)cc3[C@@H]2N2C(=O)CN(Cc3ccco3)C(=O)[C@@]12C	i	-1.0%	7%	1%	8%	10%	-2.6	7%	-9%
18	Cc1cc(NC(=O)CCC(=O)N(c2cccnc2)C(C(=O)NC2CCCC2)c2ccccc2)no1 (stereo not given)	i	-0.5%	-8%	-14%	4%	1%	-2.7	-4%	-5%
19	O=C(OCc1c(-c2ccccc2)ncc2ccccc12)c1cccs1	i	u	13%	u	-16%	-39%	-0.1	16µM*	u
20	Cc1c(N(C)C)c(=O)n(-c2ccccc2)n1C	i	0.2%	4%	1%	-4%&-12%	4%&6%	1.1	0%	-5%&-8%
21	Cc1cccc(NC(=O)C2CCC(CNC(=O)[C@@H]3Cc4ccccc4CN3)CC2)c1 (stereo not given in full)	i	0.3%	1%	4%	-11%	-13%	-2.1	u	-1%
22	COc1ccc(CCNC(=O)COC(=O)c2cnc(C)cn2)cc1	u	-0.1%	0%	-12%	1%	-5%	-0.5	-8%	2%
23	COc1ccccc1N1CCN(C(CNC(=O)c2ccco2)c2cccnc2)CC1 (stereo not given)	i	0.1%	6%	-8%	-7%	3%	-1.6	u	-9%
24	CCCOc1ccccc1C1C(C(=O)OC)=CN(C(C)C)C=C1C(=O)OC	x	-0.2%	3%	u	25%	1%	3.0	x	45%[activator]
25	CC(=O)Nc1ccc2c(c1)[nH]c(=O)c1ccccc12	i	5.3%	7%	-9%	-10%	14%	-2.1	u	-10%
26	CCN(C(=O)COC(=O)c1cc(S(=O)(=O)N(C)C)ccc1Cl)C1CCS(=O)(=O)C1 (stereo not given)	i	0.2%	-1%	1%	0%	-2%	-4.2	3%	34%[activator]
27	COc1ccccc1CCC(=O)Nc1ccc(C)cc1Cl	i	4.3%	5%	-2%	-27%	39%	0.8	u	1%
28	S=C(NCCc1ccccc1)NCc1ccccc1Cl	i	2.2%	20%	0%	22%	6%	-0.7	6%	0%
29	CCC(=O)NC(=S)Nc1ccc(NC(=O)COc2ccc([N+](=O)[O-])cc2)cc1	i	4.5%	10%	15%	-26%	x	-1.9	-20%	u
30	CC(C)Cn1c(SCC(=O)Nc2cccc(S(N)(=O)=O)c2)nc2ccccc2c1=O	i	-0.5%	5%	-20%	-24%	-15%	0.1	21µM*	3%
31	Cc1cc(C)n(-c2nc3c(c(=O)[nH]c(=O)n3C)n2CC(O)COc2ccccc2)n1 (stereo not given)	u	-0.2%	-2%	4%	3%	-1%	0.1	x	10%
32	CCN1CCN(C(=O)C2CCN(S(=O)(=O)c3ccc(SC)cc3)CC2)CC1	i	0.3%	-4%	6%	-20%	10%	8.0	-2%	-15%
33	COc1cccc(C#Cc2ccc3c(c2)O[C@H](CN(C)C)[C@@H](C)CN([C@@H](C)CO)S3(=O)=O)c1	u	8.0%	-8%	x	-38%	u	-2.6	x	-3%
34	Cc1c(C(=O)N2CCC2)oc2ccc(Cl)cc12	i	0.9%	-2%	1%	-20%	6%	1.2	u	-18%
35	Cc1ccc(NC(=O)Nc2ccc3c(c2)N(C)C(=O)c2ccccc2S3)c(C)c1	x	0.3%	x	-9%	8%	x	x	-7%	1%
36	CCOC(=O)C1(CCOc2ccccc2)CCN(S(=O)(=O)N(C)C)CC1	i	-0.4%	0%	2%	1%	-9%	-4.3	-13%	14%
37	COc1ccc(N2C(=O)C3CCCN3C2c2cc(OC)c(OC)cc2OC)cc1 (stereo not given)	i	-0.4%	8%	2%	-17%	2%	-0.8	13%	-3%
38	O=C(Oc1ccccc1)c1cc2ccccc2oc1=O	i	0.4%	7%	9%	-13%	-10%	4.4	16%	3%
39	CC(=O)N1CCN(c2ccc(NC(=O)c3ccc(Cl)c([N+](=O)[O-])c3)cc2)CC1	i	14%	6%	-3%	3%	6%	-3.3	-5%	-2%
40	Cc1nn2c(=S)[nH]nc2[nH]c1=O	i	-0.8%	0%	-3%	0%	-33%	-1.0	4%	-10%
41	O=C(CSc1nc(NS(=O)(=O)c2ccccc2)cc(=O)[nH]1)Nc1cccc(C(F)(F)F)c1	i	0.3%	-2%	-2%	11%	-5%	0.4	26%	34%[activator]
42	CCOC(=O)c1c(N)n(-c2ccc(CC)cc2)c2nc3ccccc3nc12	x	0.5%	x	9%	-31%	8%	x	-6%	-8%
43	Cc1ccc(C(=O)C(OC(=O)CN2C(=O)c3ccccc3C2=O)c2ccccc2)cc1 (stereo not given)	x	-0.1%	3%	-6%	-13%	x	0.8	6%	-14%
44	O=C(NCc1ccc2c(c1)OCO2)c1ccc(S(=O)(=O)N2CCCCC2)cc1	x	-0.9%	-4%	-5%	-15%	x	-0.9	-3%	-15%
45	O=CNCCCc1nc2ccccc2n1Cc1ccccc1	i	-0.8%	9%	11%	-12%	-1%	0.3	-15%	14%
46	O=C(CSc1nc(-c2ccccc2)c(-c2ccccc2)[nH]1)N1CCN(S(=O)(=O)c2ccccc2)CC1	i	2.8%	12%	-27%	-45%	-20%	-2.4	16µM*	-14%
47	CC(C)c1nnc(NC(=O)CCC(=O)N2CCN(Cc3ccccc3)CC2)s1	i	-0.2%	6%	-11%	-4%	-6%	-2.4	-28%	-2%
48	CCc1ccc2[nH]c(=O)c(C(c3nnnn3CC3CCCO3)N3CCN4CCCC4C3)cc2c1 (stereo not given)	i	0.2%	12%	6%	-9%	-5%	-0.5	-5%	-20%
49	O=C(CS(=O)c1ccccc1[N+](=O)[O-])Oc1ccc(Br)cc1 (stereo not given)	i	4.3%[9.22 µM]	-6%	2%	-15%	-1%	-4.7	-20%	-13%
50	Cc1ccc(C)c(-n2c(SCC(=O)O)nc3sc4c(c3c2=O)CCCC4)c1	i	0.6%	6%	-15%	-23%	-9%	-2.5	-21%	-4%

Filtered by structure, the entries above with bromine.
no.	SMILES	ATXN viability	Nrf2 activator	EPAC2 agonist	A549 tox	HepG2 tox	ATXN2 expr inh	IL-2 act	Nrf2 block	TGFb SMAD3 inh
11	Cc1cc(Br)cn2c(Cc3ccccc3)c(-c3cccc(Br)c3)nc12	i	6.3%	13%	x	-24%	11%	-0.4	x	-10%
17	CCOC(=O)[C@H]1[C@H]2COc3ccc(Br)cc3[C@@H]2N2C(=O)CN(Cc3ccco3)C(=O)[C@@]12C	i	-1.0%	7%	1%	8%	10%	-2.6	7%	-9%
49	O=C(CS(=O)c1ccccc1[N+](=O)[O-])Oc1ccc(Br)cc1 (stereo not given)	i	4.3%[9.22 µM]	-6%	2%	-15%	-1%	-4.7	-20%	-13%
